KCNH2 3.1 inh: inhibitors of human KCNH2 3.1 potassium channel isoform | hit rate 0.95% among 340,000 | U2OS KCNH2 3.1, thallium flux FluxOr; active compounds read low | AID 720553 | activity change, % (tested at about 1.8 µM);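 active means maximum activity change below -70%; inconclusive means maximum activity change from -70% to -50%; inactive means maximum activity change above -50%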;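 further: thallium influx rate constant from kinetic fluorescence after stimulation buffer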
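FluxOr-based Tl+ influx in U2OS cells transduced with KCNH2 3.1 virus; rate constants normalized to DMSO controls.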
GALK inh: blocks human galactokinase activity; Potency, µM (doses to about 57.5 µM), without a hit: top-dose activity change, negative = inhibition, most hits filed as inhibitors; hit rate 0.007% among 270,000; AID 1868; Purified GALK, Kinase-Glo residual ATP luminescence; further: potency means the concentration at half of the fitted maximal effect
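Human GALK (5 nM) with 35 uM ATP and 100 uM galactose in 20 mM HEPES pH 8.0, 5 mM MgCl2, 60 mM NaCl, 1 mM DTT, 0.01% BSA. After 1 h at room temperature, leftover ATP was read by Kinase-Glo Plus luminescence.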
Giardia killer: kills Giardia lamblia; Giardia lamblia trophozoite viability; activity change, % at 7.66 µM, hits read low; hit rate 0.15% among 340,000; in the data active means activity change below about -80%; inconclusive means between about -30% and that limit;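 further: parasites exposed to compound for two days anaerobically before the ATP read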
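Giardia trophozoites, 100 cells per well, were exposed to compounds for 48 hrs at 37 deg C under anaerobic conditions; viability was then read as ATP content by bioluminescence after 15-30 min at room temperature.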
USP2a inh: inhibitors of human ubiquitin-specific protease USP2a; O75604; USP2 core, Ub-CHOP2 coupled fluorogenic reporter, 485/531; Potency, µM (doses to about 38.3 µM), inactives show at the top dose activity change, negative = inhibition, hits mostly inhibitors; hit rate 0.01% among 330,000;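 further: potency means the concentration at half of the fitted maximal effect; plate controls were DMSO wells for no effect and full inhibition by NEM control for full effect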
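USP2 core (10nM final) preincubated 30min RT with compound in 20mM Tris-HCl pH 8.0, 2mM CaCl2, 2mM beta-mercaptoethanol, 0.05% CHAPS; 25nM Ub-CHOP2 plus 25nM reporter substrate added, fluorescence (Ex485/Em531) read after 60min.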
uPA generation: blocks generation of uPA at the cell surface; cell surface uPA generation assay, qHTS; Potency, µM (doses to about 38.3 µM), for inactives: at the highest dose activity change, negative = inhibition, usual class: inhibitors; hit rate 0.31% among 330,000; active means well fitted inhibition curve with a large enough effect; inconclusive means small, poorly fitted or top-dose-only effect; inactive means no such curve, though single readings can be large or run the other way; tested in mouse RAW 264.7 cells; further: potency means the concentration at half of the fitted maximal effect; nearly all actives have a fitted effect of over 55% in size
FBPA coupling cs: inhibits coupling enzyme system, counter-screen for aldolase hits; activity change, negative = inhibition, % at 58.2 µM, hits read low; AID 2472; hit rate 0.67% among 290,000; coupling enzyme system counterscreen, AmpLite Red fluorescence; in the data active means activity change below about -30%
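Activity here indicates interference with the coupling reaction, not aldolase inhibition. Compounds at 57.5 uM final met coupling enzymes for 10 min at RT; substrate and AmpLite Red detection followed, with a 525/598 nm fluorescence read after 20 min.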
Chronic BCR inh: chronic active BCR signaling inhibition; ABC-DLBCL IkBa-CBG/CBR reporter, luminescence ratio, 4 h; Potency, µM (doses to about 46.1 µM), for the others: top-dose ratio change, negative = lower green/red ratio, hits mostly inhibitors; hit rate 0.05% among 340,000; active means well fitted inhibition curve with a large enough effect in the signal ratio, with a control signal flat, not every such curve was filed as active; inconclusive means small, poorly fitted or top-dose-only effect, or effect the other way, or a change in a side signal; the % refers to the signal ratio;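 further: potency means the concentration at half of the fitted maximal effect; plate controls were basal doxycycline-induced cells for no effect and cells given 10 µM MG132 for full effect; MG132 reads +100%, hits lower the ratio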
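Compounds up to 46 uM were incubated four hours with TMD8 cells whose green CBG68 luciferase is fused to IkappaBalpha; red CBR luminescence normalised the signal, and concentration-effect curves were fitted to fusion, red and ratio data.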
PKM2 activator: increases activity of human pyruvate kinase M2; P14618; purified PKM2, Kinase-Glo ATP luminescence, activation; response scale: 0% is enzyme alone, no compound; Potency, µM (doses to about 57.5 µM), inactives show top-dose activation, hits mostly activators; hit rate 0.34% among 260,000; AID 1631; further: potency means the concentration at half of the fitted maximal effect; nearly all actives have a fitted effect of over 55% in size
Target sequence (P14618 whole entry, looked up): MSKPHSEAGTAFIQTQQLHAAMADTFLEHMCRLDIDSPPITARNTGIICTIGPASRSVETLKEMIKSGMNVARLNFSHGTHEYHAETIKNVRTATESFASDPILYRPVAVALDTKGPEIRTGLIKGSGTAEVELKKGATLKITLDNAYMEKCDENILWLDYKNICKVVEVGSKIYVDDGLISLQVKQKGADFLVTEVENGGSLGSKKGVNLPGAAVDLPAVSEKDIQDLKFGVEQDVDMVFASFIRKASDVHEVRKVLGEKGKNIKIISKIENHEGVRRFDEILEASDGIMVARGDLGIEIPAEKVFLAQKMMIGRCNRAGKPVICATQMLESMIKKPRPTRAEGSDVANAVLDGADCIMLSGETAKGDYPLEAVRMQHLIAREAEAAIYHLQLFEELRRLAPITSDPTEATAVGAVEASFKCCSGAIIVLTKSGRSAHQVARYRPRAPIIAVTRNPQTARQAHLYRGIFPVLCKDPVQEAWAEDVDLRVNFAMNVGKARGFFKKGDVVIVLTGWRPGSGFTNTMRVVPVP
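ATP formation by purified human PK-M2, quantified via coupled luciferase luminescence after 1 h at room temperature with 0.1 mM ADP and 0.5 mM PEP final.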
Eya2 inh: Eya2 (human) phosphatase inhibition. hit rate 0.006% among 330,000. recombinant Eya2, OMFP fluorescence dephosphorylation (OMFP is methylfluorescein phosphate). AID 488837. O00167. Potency, µM (top dose mostly 76.9 µM), inactives show at the highest dose activity, negative = inhibition, actives largely listed as inhibitors; further: potency means the concentration at half of the fitted maximal effect
Target sequence (O00167 whole entry, looked up): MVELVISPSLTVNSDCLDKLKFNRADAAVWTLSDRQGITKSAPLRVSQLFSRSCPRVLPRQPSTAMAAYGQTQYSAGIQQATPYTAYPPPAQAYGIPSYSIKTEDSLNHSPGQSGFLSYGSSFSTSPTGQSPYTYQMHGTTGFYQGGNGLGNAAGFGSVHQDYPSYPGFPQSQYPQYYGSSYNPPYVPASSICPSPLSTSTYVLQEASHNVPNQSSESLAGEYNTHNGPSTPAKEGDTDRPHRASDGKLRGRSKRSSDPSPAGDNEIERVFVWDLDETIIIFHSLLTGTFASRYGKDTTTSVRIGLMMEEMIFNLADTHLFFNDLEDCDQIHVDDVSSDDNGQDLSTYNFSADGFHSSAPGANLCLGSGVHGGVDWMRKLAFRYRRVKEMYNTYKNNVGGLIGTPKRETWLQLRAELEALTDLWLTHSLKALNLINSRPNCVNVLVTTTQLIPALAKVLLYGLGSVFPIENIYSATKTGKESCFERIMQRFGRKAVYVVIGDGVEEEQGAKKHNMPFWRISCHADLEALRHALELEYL
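Eya2 (0.2 uM) preincubated 10 min at ambient with compound, then OMFP substrate added at 50 uM; 10 min reaction in 50 mM HEPES pH 7.5, 50 mM NaCl, 5 uM MgCl2, 0.05% BSA, 1 mM DTT. Fluorescence read at Ex 485/Em 525 nm.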
hERG WT inh: inhibitors of human wildtype KCNH2 potassium channel | Q12809 | U2OS, BacMam KCNH2, thallium flux FluxOr; active compounds read low | activity change, % at 1.84 µM | hit rate 0.37% among 340,000 | AID 720551;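 active means maximum activity change below -70%; inconclusive means maximum activity change between -70% and -50%; inactive means maximum activity change above -50%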
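U2OS cells transduced with wild-type KCNH2 virus are loaded with FluxOr dye for 45 min, and thallium flux is measured in kinetic reads before and after stimulation buffer. Rate constants are normalized to DMSO controls.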
B2AR arrestin: recruits beta-arrestin to the human beta2-adrenergic receptor | beta-arrestin recruitment to beta2AR, cell-based reporter | AID 492947 | hit rate 0.02% among 330,000 | Potency, µM (titrated, usually from 46.1 µM), without a hit: at the top dose activation, most hits filed as activators | P07550;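 further: potency means the concentration at half of the fitted maximal effect; 0% = DMSO controls and full agonism = EC100 isoproterenol or metaproterenol; nearly all actives have a fitted effect of over 65% in size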
The depositor's hits bear a star; ? = inconclusive; · = not tested or not shown; [ ] = remark or other dose. Unless noted, the call rests on the fitted dose curve; in most records, active means well fitted curve in the direction sought with a large enough effect; inconclusive means small, poorly fitted or top-dose-only effect, or another doubt; inactive means no such curve, though single readings can be large; an effect the other way counts as inactive or inconclusive. Unless noted, on the % scale 0 is the no-effect control and ±100 the full control effect. Hits appear at their usual frequency; about 2.4% have a hit in one of these screens.

| compound | Chronic BCR inh | KCNH2 3.1 inh | uPA generation | hERG WT inh | Giardia killer | USP2a inh | B2AR arrestin | Eya2 inh | GALK inh | PKM2 activator | FBPA coupling cs |
| --- | --- | --- | --- | --- | --- | --- | --- | --- | --- | --- | --- |
| CCc1nnc(NC(=O)CCC(=O)NC2CCCc3ccccc32)s1 (configuration not stated) | 17% | 5 | -1% | -5 | 3 | 1% | -0.3% | -4% | -4% | -5% | -4 |
| COc1cc(CN2CCNC(=O)C2CC(=O)N(Cc2nccn2C)C(C)C)cc(OC)c1 (configuration not stated) | 1% | 12 | 6% | -4 | -11 | 1% | 0.4% | -2% | 1% | 0% | -5 |
| CCOC(=O)C(C)Sc1nc2ccccc2c(=O)n1CC1CCCCC1 (configuration not stated) | 30% | -3 | · | 16 | 5 | -4% | -1.8% | -8% | -1% | -1% | -3 |
| O=C(c1ccc(Br)o1)N1CCN(Cc2ccccc2Cl)CC1 | -8% | -3 | -3% | 6 | 7 | -3% | -0.8% | -9% | 3% | 0% | 5 |
| COc1ccc(NC(C)=O)cc1S(=O)(=O)Nc1ccc(C(=O)N2CCCC2)cc1 | -5% | -7 | -13% | 12 | 15 | -1% | -0.5% | 6% | 2% | -12% | -6 |
| Cc1ccc(-c2nn3c(C)nnc3c3ccccc23)cc1S(=O)(=O)NCCN1CCOCC1 | ? | 6 | · | 4 | -13 | -1% | -1.1% | 12% | -1% | -1% | · |
| Cc1ccc(S(=O)(=O)N2CCN(c3ccc([N+](=O)[O-])c(NCCN4CCOCC4)c3)CC2)cc1 | 12% | · | -2% | -4 | 2 | -1% | 0.1% | -10% | 0% | -14% | -2 |
| CC(C)NC(=O)N(C)C[C@H]1Oc2c(NS(=O)(=O)c3ccccc3)cccc2C(=O)N([C@H](C)CO)C[C@@H]1C | -2% | -3 | -1% | -8 | 5 | 3% | -0.3% | -26% | · | · | · |
| COc1cccc(Nc2ncnc3c2cnn3-c2cccc(C)c2)c1 | ? | 20 | · | -21 | 8 | 4% | 0.1% | -18% | 2% | 0% | -13 |
| Cc1cccc(N(CC(=O)NCc2ccc(F)cc2)C(=O)c2ccco2)c1 | -1% | 5 | 2% | 2 | -15 | 0% | -0.1% | 6% | 16% | 3% | 3 |
| Clc1ccc(Oc2ncnc3oc(-c4ccccc4)cc23)cc1 | -1% | -1 | 2% | -5 | 11 | 1% | 0.1% | -4% | 3% | -5% | 4 |
| COc1ccc(NC(=O)CSc2nc(=O)n(CCN(C)C)c3c2CCCC3)cc1 | -1% | 23 | 3% | 0 | 0 | 1% | -0.2% | 6% | · | · | · |
| CCCCCCCC(=O)OC(CN1CCCCC1)CN1CCCC1=O (configuration not stated) | 10% | 7 | 12% | -16 | ? | 1% | 0.0% | -1% | 1% | -1% | 2 |
| CC(=O)c1cccc(NC(=O)N(c2ccccc2)c2ccccc2)c1 | -6% | -23 | 4% | 2 | -13 | -2% | -1.0% | -8% | 0% | 12% | 0 |
| CN(C)CCNC(=O)NC(=O)c1ccc(Cl)cc1 | 3% | 9 | 0% | -6 | -12 | 2% | -0.8% | 4% | 2% | -6% | -4 |
| CC12CCC(=O)N1C(C(=O)Nc1nc3c(F)cc(F)cc3s1)CS2 (configuration not stated) | ? | -4 | -3% | 1 | 2 | 0% | 0.3% | 7% | -8% | 2% | · |
| O=c1c2cc(Cl)ccc2nc(-c2ccc([N+](=O)[O-])cc2)n1O | ? | 5 | 3% | -3 | 9 | 3% | -0.2% | 21% | 4% | -3% | -8 |
| CCN(c1cccc(C)c1)S(=O)(=O)c1c(C)[nH]c(=O)[nH]c1=O | ? | -1 | 13% | -2 | 1 | -1% | -0.1% | 0% | -3% | 1% | -7 |
| C/C(=N\N(C)C)c1ccc(OCCOc2ccc([N+](=O)[O-])cc2)cc1 | 23% | 14 | -2% | 9 | 3 | 2% | -0.1% | -8% | -1% | 1% | 1 |
| CC1(Cc2ccc3c(c2)OCO3)NC(=O)NC1=O (configuration not stated) | -7% | 6 | 7% | -5 | 10 | -8% | -0.5% | -2% | 5% | -6% | -5 |
| O=C(CCC(=O)NC1CC1)Nc1nnc(C2CCCCC2)s1 | ? | 21 | 2% | -2 | 17 | -1% | -0.6% | 2% | 2% | -4% | 2 |
| O=C(COC(=O)C1CC2CCCC(C1)C2=O)NNC(=O)c1ccccc1Br (configuration not stated) | -9% | 8 | 0% | 25 | -10 | 3% | -1.5% | 1% | · | · | · |
| N#CCCN(C(=O)COc1ccc(F)cc1Br)c1ccccc1F | 5% | 5 | -4% | -2 | 2 | 1% | -1.9% | 4% | 0% | 6% | 1 |
| Cc1nnc(N/N=C/c2c(Cl)cccc2Cl)n1N | ? | 6 | -3% | -4 | 1 | 5% | 0.5% | 9% | -3% | -25% | -7 |
| Cc1ccc(S(=O)(=O)Cn2nnnc2C(C(C)C)N2CCC(O)CC2)cc1 (configuration not stated) | 0% | 8 | -2% | -10 | -7 | 0% | -0.2% | -1% | -1% | · | 0 |
| CCOc1ccc(OCCSc2nc3ccccc3c(=O)[nH]2)cc1 | ? | -7 | · | 20 | -9 | 0% | -0.1% | -38% | 1% | -1% | 7 |
| Cc1noc(C)c1COc1ccc(C(=O)OCC(=O)Nc2ccc3ccccc3c2)cc1 | ? | -10 | -10% | 2 | 6 | -8% | 0.0% | 21% | -2% | -11% | 1 |
| O=C(Nc1cccnc1)c1ccc(Cl)c(S(=O)(=O)N2CCc3ccccc32)c1 | -2% | 13 | 2% | 4 | 9 | -4% | 0.0% | 4% | 0% | 2% | -3 |
| CC(C)COc1ccc(/C=C2/Sc3ccccc3C2=O)cc1 | ? | 1 | 4% | -2 | -10 | 3% | 0.0% | -13% | -1% | -10% | -3 |
| O=C(O)c1cccc(S(=O)(=O)Nc2ccc(OCc3ccccc3)cc2)c1 | ? | 7 | 3% | 2 | -4 | 2% | -0.2% | 11% | -6% | -7% | 10 |
| Cn1c(=O)n(C)c2cc(NC(=O)c3cc4ccccc4o3)ccc21 | ? | 4 | -20% | 7 | -1 | 0% | 0.0% | -26% | 0% | 5% | 3 |
| O=C(Nc1cccc(S(=O)(=O)N2CCOCC2)c1)c1cc2ccccc2o1 | 4% | 10 | 1% | -3 | 46[activator] | 4% | -0.3% | 4% | 0% | 1% | -2 |
| CC(C)c1ccc(-n2cnn(-c3ncccc3[N+](=O)[O-])c2=O)cc1 | ? | -7 | · | -2 | -1 | -5% | 0.2% | 4% | -1% | 8% | 1 |
| COc1ccc(S(=O)(=O)N2Cc3ccccc3CC2C(=O)Nc2ccc(O)cc2)cc1OC (configuration not stated) | -21% | 29 | ? | -2 | 10 | -1% | -0.3% | 7% | -4% | -1% | -1 |
| Cc1ccccc1OCC(=O)NCC(C)(C)N1CCOCC1 | 1% | -13 | -3% | -8 | 17 | 0% | -0.5% | -19% | · | · | · |
| O=C(Nc1ccccc1N1CCOCC1)c1ccccc1NS(=O)(=O)c1ccc(F)c(F)c1 | 13% | -8 | -5% | 2 | -3 | 1% | -0.2% | 15% | -1% | -3% | 7 |
| O=C1/C(=C/c2cccnc2)CCc2c1[nH]c1ccccc21 | ? | -2 | -6% | -10 | 2 | 11% | -0.3% | -21% | 2% | 3% | -8 |
| Cn1c(CNc2ccc(Cl)cc2)nc2ccccc21 | ? | 0 | -8% | -5 | -20 | -3% | -0.1% | -1% | -1% | 6% | -3 |

Fetched by structure from the list above (5):
| compound | Chronic BCR inh | KCNH2 3.1 inh | uPA generation | hERG WT inh | Giardia killer | USP2a inh | B2AR arrestin | Eya2 inh | GALK inh | PKM2 activator | FBPA coupling cs |
| --- | --- | --- | --- | --- | --- | --- | --- | --- | --- | --- | --- |
| O=C(Nc1cccc(S(=O)(=O)N2CCOCC2)c1)c1cc2ccccc2o1 | 4% | 10 | 1% | -3 | 46[activator] | 4% | -0.3% | 4% | 0% | 1% | -2 |
| O=C(Nc1ccccc1N1CCOCC1)c1ccccc1NS(=O)(=O)c1ccc(F)c(F)c1 | 13% | -8 | -5% | 2 | -3 | 1% | -0.2% | 15% | -1% | -3% | 7 |
| CC(C)c1ccc(-n2cnn(-c3ncccc3[N+](=O)[O-])c2=O)cc1 | ? | -7 | · | -2 | -1 | -5% | 0.2% | 4% | -1% | 8% | 1 |
| O=C1/C(=C/c2cccnc2)CCc2c1[nH]c1ccccc21 | ? | -2 | -6% | -10 | 2 | 11% | -0.3% | -21% | 2% | 3% | -8 |
| Cn1c(=O)n(C)c2cc(NC(=O)c3cc4ccccc4o3)ccc21 | ? | 4 | -20% | 7 | -1 | 0% | 0.0% | -26% | 0% | 5% | 3 |

Source: PubChem BioAssay (National Center for Advancing Translational Sciences (NCATS))
